Compound activity deposited in PubChem BioAssay by Sanford-Burnham Center for Chemical Genomics.
PfG6PD inh = PfG6PD (Plasmodium falciparum) enzyme inhibition; PfGluPho enzyme, NADPH resazurin-diaphorase fluorescence; inhibition, % at 20 µM; 350,000 tested, 0.78% active; AID 504690;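 active = inhibition reaching at least a set limit at 20 µM in the primary screen, cut at about 59% in these data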;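 also: 0% = DMSO wells with substrate and 100% = DMSO wells lacking glucose-6-phosphate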
hIAP activ = human IAP activation; 330,000 tested, 0.16% active; P09923; purified human IAP, CDP-Star luminescence, 30 min; hits give high values; 1 = vehicle-only enzyme, 0 = enzyme-free background; AID 2524; activation factor at 10 µM;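 active = activation factor of the enzyme at least 2-fold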; also: the source names both 10 and 20 µM as test concentration; values of inactives mirror those of a sister screen read the other way
GRIN3A LBD mod = modulators (binders) of human NR3A ligand-binding domain. AID 1259313. NR3A LBD differential scanning fluorimetry, Tm shift; 0% = protein alone, 100% = glycine-bound protein. Tm shift relative to glycine control, % at 25 µM. 340,000 tested, 2.5% active;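 active = melting temperature shift of at least 10% of the positive control shift, at one fixed dose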
SENP8 block = inhibitors of human SENP8 protease; 360,000 tested, 0.64% active; AID 602440; recombinant SENP8, Nedd8 substrate fluorescence; inhibition, % at 20 µM; Q96LD8; in the data active = inhibition mostly above about 40%, no sharp cut-off; inactive = mostly below about 27%
Target sequence (Q96LD8 whole entry, looked up): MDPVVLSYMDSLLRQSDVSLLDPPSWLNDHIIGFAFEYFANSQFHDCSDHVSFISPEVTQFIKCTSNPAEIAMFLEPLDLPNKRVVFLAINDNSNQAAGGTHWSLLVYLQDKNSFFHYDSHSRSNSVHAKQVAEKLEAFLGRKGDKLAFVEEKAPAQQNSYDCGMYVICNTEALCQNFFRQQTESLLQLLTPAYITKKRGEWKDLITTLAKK
ATG4B inhibitor = ATG4B (human) cysteine protease inhibition; Q9Y4P1; inhibition, % at 8.33 µM; ATG4B cleavage of LC3-PLA2, NBD-HPC fluorescence, 1 h; 340,000 tested, 0.51% active; in the data active = inhibition above about 40%
Target sequence (Q9Y4P1 whole entry, looked up): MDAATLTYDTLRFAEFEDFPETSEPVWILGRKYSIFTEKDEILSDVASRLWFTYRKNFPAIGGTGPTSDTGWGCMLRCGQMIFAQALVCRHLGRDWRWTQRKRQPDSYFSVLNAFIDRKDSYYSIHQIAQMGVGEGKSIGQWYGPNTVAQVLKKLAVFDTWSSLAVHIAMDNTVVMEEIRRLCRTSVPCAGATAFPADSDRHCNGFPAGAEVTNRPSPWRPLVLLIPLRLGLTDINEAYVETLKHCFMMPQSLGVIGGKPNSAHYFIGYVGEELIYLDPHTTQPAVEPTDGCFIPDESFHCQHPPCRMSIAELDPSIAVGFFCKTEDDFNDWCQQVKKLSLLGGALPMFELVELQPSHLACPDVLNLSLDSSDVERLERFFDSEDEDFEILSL
MPTP block = permeability transition pore inhibition. isolated mouse mitochondria, Ca2+ swelling absorbance, 30 min. inhibition, % at 10 µM. 360,000 tested, 1.4% active. AID 602449;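 active = inhibition of 50% or more, scaled per plate between neutral and stimulator controls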;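 also: 0% = DMSO wells given calcium and 100% = 1 mM EGTA wells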
SENP1 FRET inh = blocks the human SENP1 SUMO protease catalytic domain. inhibition, % at 10 µM. recombinant SENP1 catalytic domain, CyPet-SUMO1-YPet FRET cleavage. 360,000 tested, 0.21% active;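 active = inhibition at least 30% at 10 µM, raw YFP signal under a set limit, fluorescence ratio 0.5 to 1.5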;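 also: 0% = enzyme with DMSO and 100% = no enzyme wells; some results filed as inactive read as strong as hits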
Target sequence (Q9P0U3 419-644 limits assumed): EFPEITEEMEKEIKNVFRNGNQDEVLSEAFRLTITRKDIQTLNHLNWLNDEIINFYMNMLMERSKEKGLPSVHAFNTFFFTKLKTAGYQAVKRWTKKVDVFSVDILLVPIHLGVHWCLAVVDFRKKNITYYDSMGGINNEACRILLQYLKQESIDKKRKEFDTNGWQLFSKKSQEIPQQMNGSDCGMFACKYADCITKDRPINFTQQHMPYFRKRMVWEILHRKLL
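system = hSENP1 catalytic domain, recombinant | reagent = SFCypet-SUMO1-SFYpet substrate at 25 nM | doses = one dose per compound, 10 µM, 0.5% DMSO | incubation = enzyme reaction for 50 min at room temperature, dark | measured by = FRET, CFP and YFP emission | controls = no-enzyme low, enzyme-DMSO high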
SENP6 inh = blocks the human protease SENP6; Recombinant SENP6 catalytic domain, aminoluciferin luminescence; Q9GZR1; 330,000 tested, 1.8% active; inhibition, % at 10 µM;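 active = inhibition above about 50% at the single tested dose, limit read from the data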;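 also: plate controls were DMSO wells with enzyme for no effect and DMSO wells lacking enzyme for full effect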
* hit, by the source's call; / = no result given.

item	SMILES	GRIN3A LBD mod	MPTP block	PfG6PD inh	SENP1 FRET inh	SENP6 inh	hIAP activ	ATG4B inhibitor	SENP8 block
1	COc1cc(C)c(NC(=O)C(=S)N2CCCC2)cc1C	-1	0.6	7	10	-24	1.2	-6	7
2	CCCCCCc1cc2cc(/C(N)=N/NC(=O)c3ccncc3)c(=O)oc2cc1O	-1	-2.2	-29	-23	10	1.1	4	-407
3	O=C(Nc1cccn(Cc2c(Cl)cccc2Cl)c1=O)c1ccc(Cl)cc1	7	-1.5	-9	1	-4	0.97	17	-4
4	O=C(Nc1ccn(Cc2c(F)c(F)cc(F)c2F)n1)c1ccc(COc2cc(Cl)ccc2Cl)o1	2	-2.0	-3	1	-2	0.86	16	9
5	COc1ccc(C(=O)N2CCOC2CNC(=O)C(=O)NCc2ccccc2Cl)cc1 (stereo not given)	-2	-1.0	1	-2	-26	0.92	-4	4
6	COc1cccc(-c2csc(N3CCN(C(=O)Nc4ccccc4OC)CC3)n2)c1	-2	1.3	9	-5	4	0.86	15	7
7	O=C(COC(=O)c1cc(Br)ccc1O)NC12CC3CC(CC(C3)C1)C2	-1	-0.2	13	2	16	0.96	-1	5
8	O=C(CN1C(=O)C2(OCCO2)c2ccccc21)c1ccc(Cl)cc1	0	-0.9	-23	3	2	0.99	8	17
9	O=C(CN1CCN(S(=O)(=O)c2ccc(Cl)cc2)CC1)NCc1cccs1	1	0.5	-13	1	-1	0.97	-3	14
10	C(=N\Nc1nc2ccccc2[nH]1)/C1CCCCC1	0	9.3	5	1	-24	1.3	7	5
11	COCc1nnc(NC(=O)c2ccc(NC(C)=O)cc2)s1	24*	-0.7	-2	5	7	1.2	-8	-5
12	COc1ccc(-n2c(Cn3nnc4ccccc43)nnc2SCC(=O)O)cc1	1	0.3	-17	-2	-7	1.1	-6	5
13	COc1ccc(NS(=O)(=O)c2ccc(F)cc2F)cn1	-2	-0.2	2	-2	-8	0.95	4	14
14	Cc1cccc(/C(N)=N/OC(=O)N2CCOCC2)c1	0	-1.9	-10	0	2	0.98	-7	6
15	CCCCn1nnnc1SCC(=O)Nc1cccc(C)c1	-3	0.5	3	-3	5	1.1	11	20
16	O=C(Nc1ccc(-n2cnnn2)cc1)C1CCCCC1	0	-1.2	30	-1	-48	0.98	1	14
17	CCN(CC)S(=O)(=O)c1cccc(NC(=O)COc2ccc(F)cc2Br)c1	-4	6.5	24	-1	2	1	3	3
18	CN(C)C(=O)c1ccc(NC(=O)COC(=O)CCN=C2NS(=O)(=O)c3ccccc32)cc1	1	-2.6	3	0	/	/	-3	7
19	O=C(CSc1nc(=O)n(CCCN2CCOCC2)c2c1CCCC2)Nc1ccccc1Cl	0	-3.2	-13	2	-5	0.99	8	0
20	CC(OC(=O)Cn1[nH]c(=O)c2ccccc2c1=O)C(=O)Nc1ccc(Cl)cn1 (stereo not given)	0	-0.5	7	7	-12	0.9	-22	-1
21	O=S(=O)(NC1CCCCC1)c1ccc(Br)s1	-2	1.7	-18	3	-21	1	-6	-2
22	Cc1ccc2nc(-c3ccc(N4C(=O)CC(N5CCN(CCO)CC5)C4=O)cc3)sc2c1 (stereo not given)	-2	94*	9	-2	1	1	-3	-295
23	CC(=O)Nc1cccc(NC(=O)CSc2nc3ccccc3o2)c1	8	-0.3	2	2	-6	0.95	-5	28
24	C/C(CC(=O)Nc1ccc(Cl)cc1C(F)(F)F)=N\NC(N)=S	6	0.9	-2	0	0	1.1	-2	23
25	COc1ccc(NC(=O)COc2ccccc2C(N)=O)cc1S(=O)(=O)N1CCCCC1	/	-0.2	-2	0	/	/	/	18
26	Cc1nc(N)sc1-c1csc(Nc2ccc(Cl)cn2)n1	6	-0.4	10	-33	-9	1.2	0	-36
27	CCCNC(=O)c1nc(C)n(-c2cc(Cl)cc(Cl)c2)n1	0	-0.4	16	1	-11	0.93	-2	6
28	COc1ccc(NC(=O)CN(C)S(=O)(=O)c2cccc3cccnc23)cc1	0	-0.8	3	-3	-1	1.1	-10	11
29	CCOc1ccc2nc(N(CCCN(C)C)C(=O)c3ccc4c(c3)CCCC4)sc2c1	1	1.4	18	-1	-8	1.2	-5	17
30	CC1(C)Cc2c(C#N)c(OCC(=O)c3ccc(Cl)cc3)nc(-c3ccoc3)c2CO1	-1	6.8	24	-15	-7	0.93	16	-80

Arranged by SMILES length (descending): some entries from above
item	SMILES	GRIN3A LBD mod	MPTP block	PfG6PD inh	SENP1 FRET inh	SENP6 inh	hIAP activ	ATG4B inhibitor	SENP8 block
18	CN(C)C(=O)c1ccc(NC(=O)COC(=O)CCN=C2NS(=O)(=O)c3ccccc32)cc1	1	-2.6	3	0	/	/	-3	7
22	Cc1ccc2nc(-c3ccc(N4C(=O)CC(N5CCN(CCO)CC5)C4=O)cc3)sc2c1 (stereo not given)	-2	94*	9	-2	1	1	-3	-295
19	O=C(CSc1nc(=O)n(CCCN2CCOCC2)c2c1CCCC2)Nc1ccccc1Cl	0	-3.2	-13	2	-5	0.99	8	0
17	CCN(CC)S(=O)(=O)c1cccc(NC(=O)COc2ccc(F)cc2Br)c1	-4	6.5	24	-1	2	1	3	3
16	O=C(Nc1ccc(-n2cnnn2)cc1)C1CCCCC1	0	-1.2	30	-1	-48	0.98	1	14

(cont.)
item	SMILES	GRIN3A LBD mod	MPTP block	PfG6PD inh	SENP1 FRET inh	SENP6 inh	hIAP activ	ATG4B inhibitor	SENP8 block
31	C/C(=N\NC(=O)c1ccc(Cl)cc1)c1ccc(Br)s1	1	-0.5	-1	-2	-23	1.1	-10	20
32	O=C(O)CCCCCNC(=O)c1cccc(Br)c1	0	2.5	-5	2	-1	0.9	-1	6
33	COc1nc(-c2ccccc2)nc(C)c1CC(=O)O	0	0.5	-18	2	-13	0.99	7	9
34	CN(C)S(=O)(=O)N1CCC(Oc2cccc(C(=O)N3CCCCCC3)c2)CC1	-1	-1.0	-10	1	-7	0.97	7	4
35	CCOC(=O)Nc1ccc(S(=O)(=O)N2CCC(C)CC2)cc1	-2	0.4	11	-1	-14	0.98	2	15
36	c1ccc(OCCN2CCN(C(c3ccccc3)c3ccccc3)CC2)cc1	2	2.4	-4	0	-18	1.3	0	12
37	COc1ccc(-c2ccc(SC)nn2)cc1	-2	0.8	14	2	95*	0.97	-2	-1
38	Cc1cccc(NC(=O)CN(c2ccc(C(C)C)cc2)S(=O)(=O)c2c(C)nn(C)c2C)n1	0	-2.0	18	0	2	0.96	12	6
39	O=C(c1ccccc1)c1ccc(OC(=O)N2CCOCC2)cc1	-2	-0.6	-6	0	-9	1.1	6	6
40	O=C(c1ccc(-c2ccccc2)cc1)N1CCC(C(=O)N2CCCC2)CC1	2	-0.2	5	2	-4	0.95	-8	12
41	C=CCNC(=O)C(=O)NCC1CCCN1CC (stereo not given)	1	2.2	12	-3	-4	1	-3	4
42	Cc1nnc(SCc2ccc3c(c2)OCO3)s1	0	3.0	-4	3	3	0.86	-7	13
43	O=C(NCc1ccccc1)C(c1ccc(F)cc1)N(Cc1cccs1)C(=O)c1cnccn1 (stereo not given)	1	-0.8	-4	0	6	0.93	-9	2
44	CCOC(=O)C1CCN(C(=O)c2ccccc2N(C)S(=O)(=O)c2ccccc2)CC1	-1	0.2	-20	2	3	1.1	5	-5
45	Nc1ccccc1-c1ccc(Cl)cc1	-1	-0.6	16	-2	/	/	-6	-262
46	CC(C)OC(=O)c1ccc(COc2ccc3ccc(=O)oc3c2)o1	1	1.3	2	-2	-4	0.95	-2	-136
47	C=CCn1c(SCC(N)=O)nnc1-c1cccc(Br)c1	1	-0.5	-8	1	-17	1.1	1	19
48	O=C(NCCc1cccc(Cl)c1)c1ccc(Cl)c([N+](=O)[O-])c1	-7	81*	0	2	3	1.1	18	21
49	COc1cc(C(=O)N2CCC(C(N)=O)CC2)ccc1OCc1c(C)noc1C	0	0.5	2	1	-11	1.1	1	6
50	Cc1cccc(OCc2nnc(SCc3cc(=O)[nH]c4ccccc34)n2-c2ccccc2)c1	-10	-1.1	-6	3	-7	1.1	-13	9
51	COc1ccc(C(=O)OCC(=O)NC2CCCCCC2)cc1OC	0	-0.4	-15	1	-44	1.3	1	20
52	CCN1/C(=C\c2ccc3ccccc3[n+]2CC)Sc2cc(C)ccc21	-3	101*	0	97	0	0.6	9	38
53	O=C(CNC1CC1)Nc1cc(C(F)(F)F)ccc1Cl	-1	-0.3	6	0	0	0.97	-5	10
54	CC1CCN(c2nc3ccccn3c(=O)c2C=O)CC1	0	0.5	-21	-2	-8	1.1	-4	-3
55	Cc1c(C(=O)CN2CCCC(C)(C)C2)c2ccccc2n1C	0	1.2	0	-2	26	0.86	-11	20
56	CN(C)C(CNC(=O)CNC(=O)c1ccc2ccccc2c1)c1ccccc1 (stereo not given)	2	0.5	0	2	-2	1.1	-19	4
57	COC(=O)C1=C(Cn2cnc3ccccc32)NC(=O)NC1c1cc(C)ccc1C (stereo not given)	-2	0.5	-22	-1	-18	0.82	0	14
58	CC(C)n1c(S(=O)(=O)O)nc2ccccc21	-2	-2.7	-9	-1	-32	1	-2	3
59	CCN(CC)C(=O)CC(c1ccc2c(c1)OCO2)c1c(OC)cc(OC)c2ccc(=O)oc12 (stereo not given)	-2	0.5	-9	-10	1	0.97	3	-465
60	O=C1c2cccnc2C(=O)N1CO	-3	-0.9	-9	3	1	1	-4	31
61	Cc1ccc(-c2ccc(CCC(=O)O)n2CC2CCCO2)cc1 (stereo not given)	2	1.0	-20	-51	4	1	3	-301
62	CCN(CC)C(=O)C1=C(C)N(Cc2ccccc2)C(=O)C(CC(=O)NCc2cccc3ccccc23)C1 (stereo not given)	/	1.0	-1	2	/	/	/	0
63	CCOC(=O)c1ccc2[nH]c(C)cc(=O)c2c1	1	-2.9	2	0	-7	0.81	-9	-419
64	COc1ccc2oc(C(=O)NCCc3ccccc3)c(C)c2c1	7	0.1	0	-15	90*	1.1	8	-201
65	O=C(NC1CCN(S(=O)(=O)c2cccc(F)c2)CC1)c1cccc(F)c1	1	0.1	0	-2	9	1.1	-1	9
66	O=c1c2ccccc2c(C=NCCc2ccccc2)c(O)n1Cc1ccccc1	-10	1.6	-23	1	6	0.99	2	47*
67	O=C(N[C@@H](Cc1ccccc1)C(=O)NCCc1c[nH]c2ccccc12)c1ccco1	2	0.0	0	-1	4	0.97	-9	3
68	COC(=O)[C@@]12CCCN1[C@H](c1ccc(-c3ccc(C(C)=O)cc3)c(OC)c1)[C@H]1C(=O)N(C)C(=O)[C@H]12	-2	-2.0	2	-2	-20	1.1	-7	-74
69	CCC(=O)Oc1ccc(-c2nc(-c3cccnc3)no2)cc1	0	11	0	2	97*	0.92	-17	25
70	COC(=O)c1c(NC(=O)C2CC(=O)NN2Cc2ccccc2)sc(C)c1C (stereo not given)	0	-10	9	0	-11	1.1	-2	-52
71	O=C(COc1ccccc1O)N1CCN(C(=O)c2ccco2)CC1	-1	2.8	-7	2	12	1	2	33
72	CC(=O)c1ccccc1NC(=O)c1ccc2c(c1)NC(=O)C(C)S2 (stereo not given)	-2	-0.8	4	-1	46	1.1	-13	-70
73	CC(NC(=O)C1CC1)C(c1cccs1)N1CCOCC1 (stereo not given)	0	0.0	3	0	-3	1.1	4	12
74	COc1ccc(N2CCN(C(=O)CNC(=O)c3ccc(Br)o3)CC2)cc1	0	-0.6	15	2	-4	0.87	1	0
75	CCCCn1c(N)c(N(CCOC)C(=O)COC(=O)COc2cc(C)c(Cl)cc2C(C)C)c(=O)[nH]c1=O	1	1.5	5	3	-8	1.1	51*	-3
76	COC(=O)c1ccc(/C=N/n2c(C)nc3ccccc3c2=O)cc1	2	1.2	13	1	0	0.82	7	18
77	CC1OC(OC2C(CO)OC(OC3C(CO)OC(O)C(O)C3O)C(O)C2O)C(O)C(O)C1N[C@@H]1C=C(CO)[C@@H](O)C(O)[C@H]1O (stereo not given in full)	1	-2.5	-23	-3	-2	1.1	-6	9
78	CCOC(=O)c1cn2nc(SCc3ccccc3)nc2nc1C	1	7.6	-2	1	-23	1.2	4	-54
